Assay outcomes deposited in PubChem by National Center for Advancing Translational Sciences (NCATS).
KB-V1 cytotox = kills drug-selected multidrug resistant KB-V1 cells. KB-V1 MDR cells viability, CellTiter-Glo, 72 h. Potency, µM (top dose mostly 46.1 µM), inactives show at the highest dose activity change, negative = cytotoxicity, most hits filed as cytotoxic. 400,000 tested, 3.4% active; note: potency is the fitted concentration of half-maximal effect; % is set by controls: 0 for no effect and ±100 for the full control effect; nearly all actives have a fitted effect of over 60% in size
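KB-V1, DMEM (no phenol red) + 10% FBS; cpd pin-transferred, titration series; 72 h, 37 degrees C; CellTiter-Glo, luminescence. Data normalized, curve-fit.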
HT1080 IDH1KD tx = HT-1080 IDH1 knockdown cell toxicity (counter line). HT-1080 IDH1 knockdown viability, ATP luminescence, 48 h. Potency, µM (top dose mostly 46.1 µM), without a hit: at the highest dose activity, negative = toxicity, hits mostly cytotoxic. 360,000 tested, 2% active. AID 686971;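 note: potency is the fitted concentration of half-maximal effect; 0% = DMSO wells and -100% = cell-free medium wells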
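% activity derives from luminescence (CellTiter-Glo), normalised to DMSO and no-cell wells. HT-1080-IDH1KD cells, 750/well, had 48 h compound exposure at 37 °C.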
HT1080-NT tox = kills 2HG-producing HT-1080-NT fibrosarcoma cells; HT-1080-NT fibrosarcoma viability, CellTiter-Glo ATP luminescence, 48 h; Potency, µM (highest dose often 46.1 µM), without a hit: at the top dose activity, negative = less viability, hits mostly cytotoxic; AID 686970; 360,000 tested, 1.6% active;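 note: NT is the 2HG producing partner of a matched IDH1 knockdown line; potency is the fitted concentration of half-maximal effect; 0% = DMSO-treated cells and -100% = media-only wells without cells; nearly all actives have a fitted effect of over 55% in size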
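HT-1080-NT fibrosarcoma cells (2HG-overproducing), 750 cells/well in RPMI with 5% FBS, dosed after 2 h and incubated 48 h at 37C. CellTiter-Glo luminescence normalized to DMSO and no-cell wells; concentration-response curves fitted and classed.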
IL1B secr inh = inhibitors of inflammasome signaling (IL-1 beta secretion). THP-1 LPS/ATP IL-1B secretion, AlphaLISA, 16 h; active compounds read low. activity change, % at 57.5 µM. 360,000 tested, 4.7% active. AID 743279; in the data active = activity change below about -50%; inconclusive = mostly about -30% to -49%; note: % is set by controls: 0 for no effect and ±100 for the full control effect
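THP-1 cells pretreated 1 hr with compounds (up to 57.5 uM final), then stimulated with LPS (250 ng/mL final) plus ATP (1.25 mM final); secreted IL-1B measured by AlphaLISA after 16 hr, decreased signal indicating inhibition.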
GLP1R cytotox = cytotoxicity in counter-screen for GLP-1R inverse agonists; HEK293 cAMP-luciferase reporter cells, luminescence, 24 h; Potency, µM (titrated, usually from 38.3 µM), without a hit: at the highest dose activity change, negative = inhibition, hits mostly inhibitors; 410,000 tested, 0.13% active;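 note: loss of luciferase light is scored as toxicity; potency is the fitted concentration of half-maximal effect; % is set by controls: 0 for no effect and ±100 for the full control effect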
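Luminescence readout: signal drop marks cytotoxicity. Plated cells grew 12 h at 37 °C, 5% CO2, received 23 nL compound for 24 h, then got luciferase reagent, read after 12 min at RT.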
SW480 rerep = inducers of DNA re-replication in SW480 colon cancer cells | 340,000 tested, 1.8% active | SW480 DNA re-replication, Hoechst DNA content imaging, 48 h | Potency, µM (top dose mostly 46.1 µM), without a hit: at the top dose re-replication activation, hits mostly activators; note: potency is the fitted concentration of half-maximal effect; % of control where 0% means no effect; nearly all actives have a fitted effect of over 55% in size
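Image-based read-out: total Hoechst fluorescence of nuclei (405 nm excitation, 500-530 nm emission), with hits raising the fraction of high-intensity nuclei. SW480 colon cells incubated 48 hr with compounds at 37 C.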
MCF10A rereplic = inducers of DNA re-replication in MCF 10A breast cells. MCF 10A DNA re-replication, Hoechst nuclear intensity, 48 h. Potency, µM (titrated, usually from 46.1 µM), for the others: at the top dose activity, positive = re-replication, actives largely listed as activators. 350,000 tested, 2.9% active; note: potency is the fitted concentration of half-maximal effect; % of control where 0% means no effect; nearly all actives have a fitted effect of over 50% in size
D3 ag = agonists of human D3 dopamine receptor; 410,000 tested, 0.58% active; AID 652048; D3R DiscoveRx beta-arrestin cells, luminescence, 90 min; max activation, %; in the data active = max activation above about 30%; note: 0% is about no effect; mostly tested at two doses, the higher about 12 µM
Target sequence (P35462 whole entry, looked up): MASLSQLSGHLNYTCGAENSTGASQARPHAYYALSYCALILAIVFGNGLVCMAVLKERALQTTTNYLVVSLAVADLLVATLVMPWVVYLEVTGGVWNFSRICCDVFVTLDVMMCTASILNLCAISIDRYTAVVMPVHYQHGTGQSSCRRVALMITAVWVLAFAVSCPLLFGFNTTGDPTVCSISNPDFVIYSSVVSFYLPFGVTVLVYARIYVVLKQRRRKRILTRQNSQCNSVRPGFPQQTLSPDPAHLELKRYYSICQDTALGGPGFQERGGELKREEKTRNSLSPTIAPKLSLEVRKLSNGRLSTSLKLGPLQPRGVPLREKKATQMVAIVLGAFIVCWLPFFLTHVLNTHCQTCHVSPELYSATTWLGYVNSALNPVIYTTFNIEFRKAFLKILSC
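Agonist-mode cell screen: cells plated at 1500/well and incubated overnight at 37 °C, then exposed to library compounds for 90 min at 37 °C. Detection reagent was added for 30–60 min at room temperature, and luminescence was read.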
KB-3-1 cytotox = KB-3-1 parental cell cytotoxicity; 400,000 tested, 1.4% active; AID 1347075; Potency, µM (titrated, usually from 46.1 µM), for inactives: at the highest dose activity change, negative = cytotoxic, most hits filed as cytotoxic; KB-3-1 viability, CellTiter-Glo ATP luminescence, 72 h; note: potency is the fitted concentration of half-maximal effect; % is set by controls: 0 for no effect and ±100 for the full control effect; nearly all actives have a fitted effect of over 60% in size
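Cytotoxicity measured as CellTiter-Glo luminescence after 72 h at 37 C. Compound titrations were pinned onto drug-naive KB-3-1 parental adenocarcinoma cells grown in DMEM with 10% FBS, and normalized data fitted to concentration-response curves.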
Active calls of the source: *; ? = inconclusive; . = no result given; [ ] = dose if it differs, or a comment. Unless noted, calls come from the whole dose curve; as a rule, active = well fitted curve in the direction sought with a large enough effect; inconclusive = small, poorly fitted or top-dose-only effect, or another doubt; inactive = no such curve, though single readings can be large; an effect the other way counts as inactive or inconclusive.

SMILES	KB-V1 cytotox	HT1080 IDH1KD tx	HT1080-NT tox	IL1B secr inh	GLP1R cytotox	SW480 rerep	MCF10A rereplic	D3 ag	KB-3-1 cytotox
Cc1ccc(-c2cc(C(F)(F)F)n3nc(C(=O)NCC45CC6CC(CC(C6)C4)C5)cc3n2)cc1	?	.	.	.	36%[activator]	.	.	1	-1%
CSc1ccc(CNCCN2CCOCC2)cc1	11%	7%	0%	-8	17%	1%	-12%	-7	4%
N=c1sccn1CC(=O)Nc1cc(S(=O)(=O)N2CCCCC2)ccc1Cl	1%	0%	2%	-4	-12%	5%	-6%	-8	5%
CC1CCC2(CC1)NC(CO)(CO)CO2 (stereo unspecified)	5%	14%	14%	-6	0%	-4%	0%	1	1%
CCc1ccc(NC(=O)C(=O)NCCN2CCN(Cc3ccc([N+](=O)[O-])cc3)CC2)cc1	-13%	1%	-2%	18	-2%	2%	?	-8	-2%
COC(=O)CN(c1ccc(Cl)cc1C)S(C)(=O)=O	?	-6%	13%	1	-1%	-18%	?	0	2%
CC(NC(=O)c1cccnc1)C(c1cccs1)N1CCN(C)CC1 (stereo unspecified)	9%	13%	-5%	17	7%	-11%	17%	3	6%
COc1ccc(OC)c(NC(=O)CNC(=O)Cn2cnc3sc(C)cc3c2=O)c1	19%	8%	8%	0	2%	-16%	1%	-16	10%
COC(=O)c1sccc1NC(=O)C1C2C=CC(O2)C1C(=O)O (stereo unspecified)	9%	4%	0%	-25	-4%	-5%	8%	2	1%
CC(C)(C)NC(=O)CN(Cc1cccs1)C(=O)CCN1CCc2ccccc21	8%	-1%	3%	7	-6%	2%	4%	0	0%
Cn1cc(C(=O)Nc2ccc(Cl)cc2)c(C(F)(F)F)n1	-5%	1%	1%	3	0%	-4%	2%	1	-13%
COc1cc(OC)cc(C(=O)NCC(=O)OCC(=O)NC2CCCc3ccccc32)c1 (stereo unspecified)	19%	6%	7%	7	-7%	-9%	-3%	2	0%
CC(C)(C)NC(=O)CN(C(=O)CN1C(=O)C(=O)c2ccccc21)C(C)(C)C	14%	10%	30%	-10	5%	0%	4%	-4	0%
C=CCc1c(C)nc(N)[nH]c1=O	13%	-1%	9%	0	-27%	-2%	3%	14	1%
Cc1ccc(-n2nc(C)c3c(C)onc3c2=O)cc1	1%	14%	24%	5	-1%	1%	1%	-7	-4%
O=S(=O)(NCC(c1ccc2c(c1)OCO2)N1CCOCC1)c1ccc(Cl)cc1 (stereo unspecified)	10%	-5%	2%	0	17%	14%	?	2	15%
COc1ccc(-c2cc(C3CCN(CC(O)C(F)(F)F)CC3)[nH]n2)cc1 (stereo unspecified)	8%	2%	-3%	-11	11%	-2%	2%	1	-9%
COc1ccc(OC)c(NC(=O)c2cccc(NC(=O)c3ccco3)c2)c1	-9%	25%	?	-15	-27%	.	.	3	-2%
O=C(CN1CCN(Cc2ccccc2)CC1)Nc1nc2ccccc2s1	10%	-1%	-14%	9	-3%	1%	?	-5	2%
O=C(CCCN1C(=O)/C(=C/c2ccc3c(c2)OCO3)SC1=S)Nc1cccc(C(=O)O)c1	10%	5%	-1%	0	-19%	-13%	7%	3	10%
CCc1cccc(NC(=O)CN2C(=O)CCc3cc(S(=O)(=O)N4CCOCC4)ccc32)c1	0%	.	.	.	-3%	.	.	-1	0%
CS(=O)(=O)N(CC(=O)N1CCCCCC1)c1ccc(Br)cc1	15µM*	8%	12%	0	1%	-11%	3%	-4	2%
Cc1ccc(-c2nn(C)c(=O)c3ccccc23)cc1S(=O)(=O)N1CCOCC1	0%	-1%	2%	19	9%	-3%	-6%	-1	-28%
Cc1coc(=N)n1CC(=O)c1ccc(Cl)cc1	0%	22%	15%	18	5%	2%	0%	1	-1%
COC(=O)CN1C(=S)N(c2ccc(OC)cc2)C(=O)/C1=C/c1cccs1	2%	-18%	-16%	-15	-7%	1%	-13%	-2	-1%
COC(=O)C(C)NC(=O)N1CCN(c2nnc(C)c3c(C)n(-c4ccc(Cl)cc4)nc23)CC1 (stereo unspecified)	14%	.	.	.	-6%	.	.	-15	-1%
COc1ccc(CNC(=O)c2cnc3sc4cc(OC)ccc4n3c2=O)cc1	3%	.	.	.	-2%	.	.	7	4%
Cc1ccc(-c2cn(CCN)c(-c3ccncc3)n2)cc1	17%	0%	1%	12	11%	-6%	42%	10	3%
Cc1sc2nc(C)n(/N=C/c3ccc(O)cc3O)c(=O)c2c1C	-4%	0%	1%	25	-13%	-1%	9%	1	-3%
O=C(OCCN1CCCCC1)c1ccc(Cl)cc1	9%	5%	3%	-3	1%	3%	19%	-20	-1%
Cc1ccc(S(=O)(=O)N2CCN(C(=O)COC(=O)c3ccccn3)CC2)c(C)c1	6%	-1%	-2%	2	0%	-2%	-8%	-2	3%
CC(C)NC(=O)/C(C#N)=C/c1ccc(N(C)C)o1	20%	26%	25%	-6	2%	-12%	0%	-3	-1%
O=C(O)CCn1cc(/C=C2/NC(=S)N(c3ccccc3)C2=O)c(-c2ccccc2)n1	3%	25%	6%	0	?	-18%	12%	-7	16%
COc1ccc(C(=O)Nn2cnc3ccccc3c2=O)c(OC)c1	27%	9%	26%	-1	-14%	-6%	-1%	2	22%
S=C1NC(c2ccccc2)=NCN1c1ccc(Br)cc1	?	?	?	-12	-14%	-4%	?	-1	-8%
CN1CCN(c2nc3c(c(=O)[nH]c(=O)n3C)n2Cc2cccc(Br)c2)CC1	1%	-1%	-3%	12	-1%	-81%[inhibitor]	3%	-1	4%
COc1ccc(C(=O)Nc2cc(C(C)=O)c(/C=C/N(C)C)oc2=O)cc1	?	2%	7%	13	-8%	-11%	-2%	-3	3%
O=C(NCC(=O)N(Cc1ccccc1)C(C(=O)NC1CCCC1)c1ccco1)c1ccco1 (stereo unspecified)	?	16%	15%	-6	-18%	4%	6%	1	1%
O=C(CSc1nnc(Cn2nnc3ccccc32)o1)N(Cc1ccc(F)cc1)c1ccccc1	?	?	0.28µM*	-82*	1%	-2%	17%	5	5.2µM*
COc1ccc(-c2cc(-c3ccccc3)nc(=O)[nH]2)cc1	-11%	0%	1%	-14	8%	-42%[inhibitor]	0%	-5	5%
O=C(NCCc1ccccc1)N1c2ccccc2Sc2ccccc21	?	?	?	-11	-12%	7%	?	-4	-7%
O=C(Cc1cn2ccsc2n1)OCc1nc2ccccc2s1	0%	9%	14%	38	-1%	-2%	8%	-7	-1%
Cc1oc2c(c1C(=O)Nc1ccc(Cl)cc1F)C1=NCCN1C=N2	-4%	.	.	.	2%	.	.	-13	1%
O=C1CCC(=O)N1Cc1c(Cl)cccc1Cl	21%	22%	-14%	21	-6%	9%	5%	-1	19%
Cc1ccc(S(=O)(=O)N2CCN(CCOc3ccccc3)CC2)cc1	?	-11%	-7%	?	10%	0%	20%	4	0%
CCOc1ccc(S(=O)(=O)N2CCOCC2)cc1NC(=O)C1CSC2(C)CCC(=O)N12 (stereo unspecified)	-14%	12%	-1%	8	-3%	-3%	3%	5	19%
Cc1ccccc1Nc1nnc(-c2ccc(C)c(S(=O)(=O)NCC3CCCO3)c2)c2ccccc12 (stereo unspecified)	-2%	.	.	.	4%	.	.	6	0%
O=C(CS(=O)(=O)c1ccccc1)Nc1ccccn1	-4%	10%	0%	12	5%	-41%[inhibitor]	0%	0	0%
Cc1cccc(C)c1C(=NCCCN(C)C)c1ccccc1	-23%	-11%	-17%	28	-1%	2%	11%	-8	3%
C=CCNC(=S)N(Cc1ccccc1)Cc1ccccc1	?	-1%	-2%	-12	-6%	2%	7%	14	-12%
O=C(Nc1ccccn1)C1(c2cccs2)CCOCC1	?	-2%	0%	4	6%	5%	6%	5	0%
COc1ccc2c(=O)c(-c3ccccc3)coc2c1	-3%	0%	1%	-7	-16%	-5%	0%	-8	-1%

Whole records, looked up by structure:
`COC(=O)CN(c1ccc(Cl)cc1C)S(C)(=O)=O` is listed as KB-V1 cytotox = ?; HT1080 IDH1KD tx = -6%; HT1080-NT tox = 13%; IL1B secr inh = 1; GLP1R cytotox = -1%; SW480 rerep = -18%; MCF10A rereplic = ?; D3 ag = 0; KB-3-1 cytotox = 2%
`N=c1sccn1CC(=O)Nc1cc(S(=O)(=O)N2CCCCC2)ccc1Cl` is listed as KB-V1 cytotox = 1%; HT1080 IDH1KD tx = 0%; HT1080-NT tox = 2%; IL1B secr inh = -4; GLP1R cytotox = -12%; SW480 rerep = 5%; MCF10A rereplic = -6%; D3 ag = -8; KB-3-1 cytotox = 5%

Grouped by structure: the compounds so far with a COOH group.
SMILES	KB-V1 cytotox	HT1080 IDH1KD tx	HT1080-NT tox	IL1B secr inh	GLP1R cytotox	SW480 rerep	MCF10A rereplic	D3 ag	KB-3-1 cytotox
COC(=O)c1sccc1NC(=O)C1C2C=CC(O2)C1C(=O)O (stereo unspecified)	9%	4%	0%	-25	-4%	-5%	8%	2	1%
O=C(CCCN1C(=O)/C(=C/c2ccc3c(c2)OCO3)SC1=S)Nc1cccc(C(=O)O)c1	10%	5%	-1%	0	-19%	-13%	7%	3	10%
O=C(O)CCn1cc(/C=C2/NC(=S)N(c3ccccc3)C2=O)c(-c2ccccc2)n1	3%	25%	6%	0	?	-18%	12%	-7	16%
